EPAC2 antag – blocks human EPAC2 exchange factor; EPAC2 GEF exchange of Rap1B-BODIPY-GDP, fluorescence; Potency, µM (top dose mostly 114 µM), inactives show top-dose activity, negative = inhibition, usual class: inhibitors; 0.18% of 360,000 active; AID 720708; also: potency is read from the fitted curve at half-maximal effect; % is scaled to controls: 0 for no effect and ±100 for the full control effect; nearly all actives have a fitted effect of over 45% in size; many of its hits are not listed in these tables
EPAC2 ag – agonists of human EPAC2 (RAPGEF4) | Q8WZA2 | EPAC2 activation, biochemical qHTS; response scale: 100% = 6.5 mM cAMP response | Potency, µM (doses to about 154 µM), for inactives: at the top dose activation, usual class: activators | 0.079% of 360,000 active | AID 720711; also: potency is read from the fitted curve at half-maximal effect; nearly all actives have a fitted effect of over 50% in size
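EPAC2 (100 nM) mixed with Rap1B loaded with BODIPY-GDP (250 nM) plus 50 uM unlabeled GDP; compounds pinned in, 5 min RT, then read every 5 min for 30 min (ex 480, em 540 nm). Normalized to cAMP control.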
D3 antag – blocks the human D3 dopamine receptor. D3R cells, DiscoveRx beta-arrestin luminescence, antagonist mode; stronger effect = lower value. max response, negative = inhibition, %. 2.5% of 360,000 active; in the data active = max response below about -50%; inconclusive = no clear call, values can overlap the other calls; also: % is scaled to controls: 0 for no effect and ±100 for the full control effect; mostly tested at two doses, the higher about 12 µM
Target sequence (P35462 whole entry, looked up): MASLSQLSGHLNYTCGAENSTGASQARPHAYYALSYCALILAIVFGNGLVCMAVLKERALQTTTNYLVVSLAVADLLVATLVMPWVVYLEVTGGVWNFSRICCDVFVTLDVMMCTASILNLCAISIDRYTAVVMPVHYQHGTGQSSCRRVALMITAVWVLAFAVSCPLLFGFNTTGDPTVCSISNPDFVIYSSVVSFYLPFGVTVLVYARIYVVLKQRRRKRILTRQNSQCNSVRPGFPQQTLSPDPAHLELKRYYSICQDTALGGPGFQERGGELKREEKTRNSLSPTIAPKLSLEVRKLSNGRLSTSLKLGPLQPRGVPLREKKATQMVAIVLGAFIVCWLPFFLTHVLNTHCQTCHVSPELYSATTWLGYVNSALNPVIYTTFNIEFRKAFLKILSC
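Cells plated overnight at 1500 cells/well, then exposed to library compounds with dopamine controls for 90 minutes at 37 degrees C. DiscoveRx reagent added for 30–60 minutes at room temperature; luminescence read, quantitative HTS format.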
DRD3 agonist – D3 dopamine receptor (human) agonism; AID 652048; D3R DiscoveRx beta-arrestin cells, luminescence, 90 min; max activation, %; P35462; 0.58% of 410,000 active; in the data active = max activation above about 30%; also: 0% is about no effect; mostly tested at two doses, the higher about 12 µM
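Cells at 1500/well, incubated overnight, then treated with pinned compounds (dopamine as control) for 90 min at 37 degrees C. DiscoveRx reagent added for 30 - 60 minutes at room temperature; luminescence read.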
aSyn rescue – rescues yeast growth from alpha-synuclein toxicity; Yeast expressing alpha-synuclein, growth rescue, BacTiter-Glo, 24 h; Potency, µM (doses to about 46.1 µM), inactives show at the top dose growth rescue (activation), actives largely listed as activators; 0.14% of 370,000 active; AID 652106; also: potency is read from the fitted curve at half-maximal effect; % of control where 0% means no effect; nearly all actives have a fitted effect of over 65% in size
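Readout is rescue of growth in alpha-synuclein-expressing yeast, so inhibitors of toxicity appear as activators. Growth after 24 hr at 30 deg C in galactose medium is quantified by luminescence.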
FUS suppressor – rescues growth of FUS-expressing yeast; Potency, µM (titrated, usually from 76.6 µM), without a hit: at the top dose growth rescue (activation), actives largely listed as activators; S. cerevisiae FUS-expressing, growth rescue, OD600, 24 h; 0.24% of 390,000 active;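 also: potency is read from the fitted curve at half-maximal effect; plate controls were DMSO vehicle for no effect and reference control for full effect; nearly all actives have a fitted effect of over 55% in size; some results filed as inactive show a strong effect at the top dose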
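Cultures pregrown in 2.5% raffinose medium are shifted to minimal medium containing 2% galactose to express toxic FUS. Compounds are tested at several concentrations. After 24hr at 30C, growth is quantified at 600 nm absorbance.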
Abeta rescue – A-beta toxicity reversal in yeast; yeast expressing A-beta42, growth rescue, OD600, 48 h; response scale: 0% DMSO, 100% iron-clioquinol control; Potency, µM (doses to about 46.1 µM), for inactives: top-dose growth rescue, most hits filed as activators; 0.063% of 410,000 active; also: potency is read from the fitted curve at half-maximal effect; nearly all actives have a fitted effect of over 55% in size
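Yeast A-beta toxicity model in growth medium with pinned compounds, 48 h at 30 C; growth read as absorbance at 600 nm. Normalized to FeCl3/clioquinol equimolar mix (positive) and DMSO (negative).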
TDP43 rescue – inhibitors of TDP-43 toxicity in yeast; 1.8% of 410,000 active; Potency, µM (highest dose often 46.1 µM), inactives show at the highest dose growth rescue (activation), usual class: activators; TDP-43 expressing yeast growth rescue, BacTiter-Glo, 24 h; also: potency is read from the fitted curve at half-maximal effect; % of control where 0% means no effect; nearly all actives have a fitted effect of over 50% in size
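Yeast cells expressing TDP-43 under galactose induction are exposed to compounds for 24 hr at 30 deg C. BacTiter-Glo luminescence measures growth, so protective compounds score as activators.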
Numbers without * were called inactive; ? = inconclusive; / = not tested or not shown; & = joins results of further samples; [ ] = another dose, or the depositor's remark. Unless noted, calls follow the shape of the dose curve; as a rule, active = well fitted curve in the direction sought with a large enough effect; inconclusive = small, poorly fitted or top-dose-only effect, or another doubt; inactive = no such curve, though single readings can be large; an effect the other way counts as inactive or inconclusive. This is a subset (hit frequency here may not be typical).

SMILES | EPAC2 antag | EPAC2 ag | D3 antag | DRD3 agonist | aSyn rescue | FUS suppressor | Abeta rescue | TDP43 rescue
COc1cc(-c2noc(C)c2C(=O)NCCO)cc(OC)c1OC | -3% | -4% | 28 | 1 | -2% | -24% | -2% | 6%
CC(=O)n1nc(-c2ccco2)nc1SCc1ccccc1 | -8% | 11% | 3 | 2 | -14% | -16% | -26% | ?
CCCCn1c(SCc2ccc(Cl)cc2)nc2c1c(=O)[nH]c(=O)n2C | -6% | -2% | 69 | -10 | -5% | -52% | 6%[9.22 µM] | 13%
COc1cccc(C2N(Cc3ccccc3)C(=O)C2(F)F)c1OC (stereo not given) | -5% | 6% | 28 | 9 | 8% | -6% | 11% | 22%
NC(=O)CSc1nnc(NC(=O)C2CC(=O)N(c3ccc(F)cc3)C2)s1 (stereo not given) | 2% | 1% | -1 | 0 | 2% | / | -2% | 19%
COc1cc2c(cc1OC)C(c1cc3ccccc3oc1=O)=NC(C)(C)C2 | -7% | 7% | 21 | -7 | 1% | 18% | 10% | -10%
CCOC(=O)c1ccc(NC(=O)CC2C(=O)N(c3ccc(F)cc3)C(=O)N2Cc2ccc(C)cc2)cc1 (stereo not given) | / | / | / | -3 | / | 12% | -11% | 4%
CC(C)CCOc1ccc(Cl)cc1CN1CCOCC1 | -1% | 13% | -23 | 0 | 14% | -6% | 2% | -2%
CCn1c(C)c(C)c2cc(C(=O)NCC(C)c3ccccc3)ccc21 (stereo not given) | / | / | / | -6 | / | ? | -1% | 2%
O=S1(=O)CCO[C@H]2Cc3ccccc3[C@H]2N1Cc1ccccc1Br | -30% | 18% | 4 | 0 | -1% | 2% | -16% | 19%
CCOc1ccc(NC(=O)CN2CCN(CC(=O)Nc3ccc(F)cc3F)CC2)cc1 | / | / | / | 14 | / | 0% | 3% | ?
Cn1nc(-c2ccccc2)c(CSc2cccc(Cl)c2)c1Cl | 13% | 4% | -21 | -13 | 23% | 16% | -5% | -14%
CSC(=S)N(C)C1CCS(=O)(=O)C1 (stereo not given) | 10% | -2% | -7 | 1 | 1% | / | 6% | 13%
CCOC(=O)COc1ccccc1-c1ccno1 | 4% | 4% | -24 | -19 | -1% | 16% | 1% | 22%
Cc1cc(C)n2nc(C(=O)OCC(=O)N3C(C)CCCC3C)nc2n1 (stereo not given) | 0% | 4% | 9 | 5 | 1% | 5% | -6% | 12%
COc1ccc(C2C(C#N)=C(N)OC3=C2C(=O)CC(C)(C)C3)cc1Cn1nc(C)c([N+](=O)[O-])c1C (stereo not given) | -8% | -1% | 10 | -3 | 4% | -1% | 8% | 7%
COc1ccc(OC)c(S(=O)(=O)N2Cc3ccccc3CC2C(=O)Nc2ccc(Cl)cc2)c1 (stereo not given) | / | / | / | -10 | / | 23% | 4% | 0%
COc1cccc(-c2nc(CS(=O)(=O)CC(=O)Nc3cc(F)ccc3F)c(C)o2)c1 | 3% | 1% | -1 | -8&-8 | -1% | 44%&6% | -8%&-13% | 0%&15%
CCC1CCCCN1S(=O)(=O)c1ccc(NC(=O)C2CCCO2)cc1 (stereo not given) | 8% | 6% | -27 | -7 | -1% | 23% | 19% | 19%
O=C(CSc1nnc(C2CC2)n1-c1ccccc1)NCCc1ccc(F)cc1 | -3% | -4% | -8 | -5 | -1% | -5% | 3% | 0%
CCOc1ccc(CCNC(=O)COC(=O)Cn2cnc3c2c(=O)n(C)c(=O)n3C)cc1OCC | 1% | 0% | 8 | -7 | -1% | 9% | 8% | 22%
CCn1c(-c2cc(Cl)ccc2OC)n[nH]c1=S | 2% | 1% | -18 | 0 | 3% | -13% | 14% | 17%
COc1cccc(OC)c1CC1SC(=O)NC1=O (stereo not given) | -9% | 6% | 5 | 1 | 3% | -17% | 7% | -10%[0.397 µM]
CC(C)COc1ccc(C(=O)N/C(=C\c2cccc([N+](=O)[O-])c2)C(=O)O)cc1 | 2% | -2% | 7 | 6 | -6% | 20% | -4% | -10%
COc1cc(/C=N/NC(=O)CCNC(=O)c2ccccc2Cl)ccc1O | 1% | -3% | 14 | 1 | 5% | -6% | -3% | 4%
COc1ccc(OCC(=O)Nc2ccccc2-c2ccccc2)cc1 | ? | 11% | 11 | -7 | 13% | -7% | -7% | ?
COc1ccccc1NC(=O)COC(=O)C1CC(=O)N(c2ccc3c(c2)OCCO3)C1 (stereo not given) | 6% | -2% | 10 | -16 | -1%[1.84 µM] | 18% | 0% | 1%
Cc1nn(CC(=O)N2CCN(S(=O)(=O)c3ccccc3)CC2)c(C)c1[N+](=O)[O-] | 6% | 12% | 5 | 1 | -10% | -15% | 8% | 10%
Cc1ccc(CNC(=O)COC(=O)CSc2cc(C)c(Br)cc2C)cc1 | -10% | 20% | 14 | -8 | 6% | 2% | 19% | 4%
Cn1ccnc1SCC(=O)N1CCc2ccccc21 | 5% | 10% | ? | -21 | 10% | -10% | 9% | 13%
OCC[C@H]1C[C@@H](O)[C@H](O)[C@]2(CCCCO2)O1 | 11% | 6% | 15 | -9 | -4% | -23% | 10% | 14%
Cc1ccc(NC(=O)C(NC2CCCc3ccccc32)c2ccccc2)cc1Cl (stereo not given) | -8% | 20% | -8 | -17 | -5% | ? | 21% | -30%[inhibitor]
Nc1ccccc1S(=O)(=O)NC1=NCCCCC1 | 7% | -6% | -21 | -6 | 1% | / | -5% | -11%
CCCCCNc1nc2sc3c(c2c(=O)n1-c1cccc(Cl)c1)CCN(C)C3 | -3% | 3% | 6 | -2 | 2% | 27% | -14% | 2%
NC(=O)C1CCCN1Cc1ccc2c(c1)OCO2 (stereo not given) | 17% | 6% | -11 | -12 | 1% | / | 0% | -23%
CCOC(=O)c1ccc(N2CCN(C(=O)c3ccccc3)CC2)c(NC(=O)c2ccco2)c1 | -8% | 1% | 9 | 5 | 8% | 26% | -11% | 9%
CCOC(=O)N1CCN(C(=O)CS(=O)(=O)c2cn(Cc3ccc(F)cc3)c3ccccc23)CC1 | 6% | -4% | 7 | 3 | 3% | -6% | -3% | 13%
CCCCC(=O)NC(NC(=O)CCCC)c1ccc(OCCC)c(OC)c1 | -11% | 6% | 5 | 1 | -8% | -2% | 0% | -18%
Cc1ccc(-c2nnc(NCCCO)c3ccccc23)cc1 | 3% | 3% | -13 | -5 | -6% | -19% | -11% | 3%
CC(C)Oc1ccc(CNC(=O)c2ccc3c(c2)nc2n3CCOC2)cc1 | / | / | / | -7 | / | 11% | -8% | 20%

Eleven consecutive records already listed, quoted:
SMILES | EPAC2 antag | EPAC2 ag | D3 antag | DRD3 agonist | aSyn rescue | FUS suppressor | Abeta rescue | TDP43 rescue
CCn1c(C)c(C)c2cc(C(=O)NCC(C)c3ccccc3)ccc21 (stereo not given) | / | / | / | -6 | / | ? | -1% | 2%
O=S1(=O)CCO[C@H]2Cc3ccccc3[C@H]2N1Cc1ccccc1Br | -30% | 18% | 4 | 0 | -1% | 2% | -16% | 19%
CCOc1ccc(NC(=O)CN2CCN(CC(=O)Nc3ccc(F)cc3F)CC2)cc1 | / | / | / | 14 | / | 0% | 3% | ?
Cn1nc(-c2ccccc2)c(CSc2cccc(Cl)c2)c1Cl | 13% | 4% | -21 | -13 | 23% | 16% | -5% | -14%
CSC(=S)N(C)C1CCS(=O)(=O)C1 (stereo not given) | 10% | -2% | -7 | 1 | 1% | / | 6% | 13%
CCOC(=O)COc1ccccc1-c1ccno1 | 4% | 4% | -24 | -19 | -1% | 16% | 1% | 22%
Cc1cc(C)n2nc(C(=O)OCC(=O)N3C(C)CCCC3C)nc2n1 (stereo not given) | 0% | 4% | 9 | 5 | 1% | 5% | -6% | 12%
COc1ccc(C2C(C#N)=C(N)OC3=C2C(=O)CC(C)(C)C3)cc1Cn1nc(C)c([N+](=O)[O-])c1C (stereo not given) | -8% | -1% | 10 | -3 | 4% | -1% | 8% | 7%
COc1ccc(OC)c(S(=O)(=O)N2Cc3ccccc3CC2C(=O)Nc2ccc(Cl)cc2)c1 (stereo not given) | / | / | / | -10 | / | 23% | 4% | 0%
COc1cccc(-c2nc(CS(=O)(=O)CC(=O)Nc3cc(F)ccc3F)c(C)o2)c1 | 3% | 1% | -1 | -8&-8 | -1% | 44%&6% | -8%&-13% | 0%&15%
CCC1CCCCN1S(=O)(=O)c1ccc(NC(=O)C2CCCO2)cc1 (stereo not given) | 8% | 6% | -27 | -7 | -1% | 23% | 19% | 19%

The list continues.
SMILES | EPAC2 antag | EPAC2 ag | D3 antag | DRD3 agonist | aSyn rescue | FUS suppressor | Abeta rescue | TDP43 rescue
Cc1cccc(OCCNC(=S)NC(=O)c2cccnc2)c1 | 2% | 3% | -11 | -1 | -4% | -18% | 25% | ?
Cc1ccc(-n2ncc(C(=O)Nc3cc(Cl)ccc3Cl)c2C2CCNCC2)cc1 | 2% | 0% | -18 | -12 | -6% | 33% | -10% | -2%
Cc1cccc(N=C(N2CCOCC2)P(=O)(N2CCOCC2)N2CCOCC2)c1 | 8% | 3% | 10 | 8 | 2% | 6% | 21% | -14%
Cc1ccc(S(=O)(=O)N2CCC(=O)N(C(COCc3cccc(Cl)c3)C(C)C)CC2)cc1 (stereo not given) | -19% | 1% | 1 | 0 | 8% | ? | -17% | 22%
CCCn1c(C)cc(C(=O)COC(=O)c2ccc(Cl)c(S(=O)(=O)N3CCCC3)c2)c1C | 18% | 5% | 8 | 3 | 8% | 12% | 5% | 22%
CCC(NC(=O)Cc1c(C)c2ccc(OC)c(C)c2oc1=O)C(=O)NC(Cc1ccc(Cl)cc1)C(=O)O (stereo not given) | 0% | -9% | 0 | -9 | 0% | ? | -9% | 6%
O=C(c1cccc([N+](=O)[O-])c1)N1CCN(c2ncccn2)CC1 | 2% | -1% | -3 | -4 | 3% | -32% | -6% | 23%
CCc1ccc(-c2cc3c(=O)n(CC(=O)NCCCN4CCN(CC)CC4)nc(C)n3n2)cc1 | 3% | -2% | 12 | 2 | 1% | 8% | 1% | -31%[inhibitor]
COc1ccc(S(=O)(=O)N2CCC(C(=O)N3CCOCC3)CC2)cc1 | 2% | 9% | -17 | -3 | 9% | 1% | 3% | 16%
C=CCn1c(SCc2cc(=O)n3ccsc3n2)nc2scc(C3CC3)c2c1=O | -2% | 3% | 54 | 13 | ? | 42% | 3% | 23%

Bioassay records: PubChem, National Center for Advancing Translational Sciences (NCATS)
